High-throughput results (PubChem BioAssay)
M5 antag: human M5 muscarinic receptor antagonists, primary screen, CHO cells, Fluo-8 calcium fluorescence | Muscarinic acetylcholine receptor M5 (Homo sapiens), P08912 | CHO-hM5 cells, ACh EC80 | inhibition, % at 3 µM | hit rate 0.59% among 360,000 | AID 624040, 2012;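 active = inhibition above a per-plate cutoff, the mean of that plate's test compounds plus 3 SD, cut at about 27% in these data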;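 also: 0% = acetylcholine EC80 with DMSO and 100% = DMSO without agonist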
Target sequence (P08912 whole entry, looked up): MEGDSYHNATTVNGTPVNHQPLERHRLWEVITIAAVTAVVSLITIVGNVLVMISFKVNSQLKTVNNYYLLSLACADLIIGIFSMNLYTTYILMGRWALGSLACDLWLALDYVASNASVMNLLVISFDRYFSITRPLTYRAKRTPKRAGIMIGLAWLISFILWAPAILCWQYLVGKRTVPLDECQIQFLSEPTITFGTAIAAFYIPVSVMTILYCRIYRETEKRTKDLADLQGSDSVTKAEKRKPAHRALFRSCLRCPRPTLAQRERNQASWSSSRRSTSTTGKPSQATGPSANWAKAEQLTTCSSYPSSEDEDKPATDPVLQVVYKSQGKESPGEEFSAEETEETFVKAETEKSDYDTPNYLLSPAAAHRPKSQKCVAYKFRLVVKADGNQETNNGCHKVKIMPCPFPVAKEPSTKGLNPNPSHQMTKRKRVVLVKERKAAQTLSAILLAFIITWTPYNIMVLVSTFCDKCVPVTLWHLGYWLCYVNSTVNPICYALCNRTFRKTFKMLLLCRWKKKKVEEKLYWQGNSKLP
M5 PAM: human M5 muscarinic receptor positive allosteric modulators, primary screen, CHO-K1 cells, Fluo-8 calcium fluorescence; Muscarinic acetylcholine receptor M5 (Homo sapiens), P08912; CHO-K1 hM5, ACh EC20 PAM; 0% = ACh EC20, 100% = ACh EC100; activation, % at 3 µM; hit rate 0.3% among 360,000; AID 624038, 2012;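 active = activation above the run cutoff, the mean activation of all test compounds plus 3 SD, cut at about 18% in these data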
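Probe or stimulus: acetylcholine, EC20 level; Assay system: human M5 receptor in CHO-K1 cells; Schedule: compound preincubation 140 s before EC20 acetylcholine addition; Technique: intracellular calcium via Fluo-8 fluorescence; Dosing: single-point, 3 µM nominal; Read-out basis: percent activation from peak-over-basal fluorescence ratio, scaled EC20-to-EC100 acetylcholine; Repeats: one well per compound, no replicates.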
CRFBP-R2 agonist: agonists of CRF-BP/CRF-R2 complex, primary screen, cell-based, HEK293, calcium dye fluorescence, uHTS; activation, % at 13.2 µM; CRF-binding protein / CRF receptor 2 complex (human); hit rate 0.46% among 350,000; calcium dye fluorescence (FLIPR); percent of saturating CRF peptide response;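 active = activation of at least 50%, plus an integration ratio under a set limit after plate pattern correction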;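 also: plate controls were neutral control wells without compound for no effect and CRF at EC100 for full effect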
CHRM4 agonist: human M4 muscarinic receptor agonists, primary screen, CHO-K1 cells, Fluo-8 calcium fluorescence; AID 624127, 2012; hit rate 0.14% among 360,000; CHO-K1 hM4/Gqi5; vehicle 0%, full acetylcholine response 100%; Muscarinic acetylcholine receptor M4 (Homo sapiens), P08173; activation, % at 3 µM;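 active = activation above the run mean over all test wells plus 3 SD, cut at about 32% in these data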;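 also: peak over basal fluorescence ratio per well then scaled between controls; 0% = DMSO wells and 100% = acetylcholine at EC100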
M1 PAM: human M1 muscarinic receptor positive allosteric modulators, primary screen, CHO-K1 cells, Fluo-8 calcium fluorescence, 1536-well; Muscarinic acetylcholine receptor M1 (Homo sapiens), P11229; CHO-K1 hM1, ACh EC20; 0% = ACh EC20, 100% = maximal ACh; activation, % at 3 µM; hit rate 0.088% among 360,000; AID 588819, 2011; in the data active = activation above about 19%, passing the limit was not always enough
Target sequence (P11229 whole entry, looked up): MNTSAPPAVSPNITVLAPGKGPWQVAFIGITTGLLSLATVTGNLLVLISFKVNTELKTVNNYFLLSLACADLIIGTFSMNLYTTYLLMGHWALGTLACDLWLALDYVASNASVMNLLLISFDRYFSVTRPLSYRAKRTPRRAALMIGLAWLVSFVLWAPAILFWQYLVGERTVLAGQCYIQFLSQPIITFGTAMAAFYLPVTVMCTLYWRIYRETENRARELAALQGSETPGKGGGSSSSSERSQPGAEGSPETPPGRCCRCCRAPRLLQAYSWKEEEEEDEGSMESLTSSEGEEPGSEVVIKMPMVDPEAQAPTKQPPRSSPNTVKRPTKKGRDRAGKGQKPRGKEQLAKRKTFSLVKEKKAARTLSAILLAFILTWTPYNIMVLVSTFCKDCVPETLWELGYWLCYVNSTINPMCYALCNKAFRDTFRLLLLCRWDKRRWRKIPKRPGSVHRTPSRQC
M4 antag: human M4 muscarinic receptor antagonists, primary screen, CHO cells, Fluo-8 calcium fluorescence; Muscarinic acetylcholine receptor M4 (Homo sapiens), P08173; CHO-hM4 cells, ACh EC80; inhibition, % at 3 µM; hit rate 0.73% among 360,000;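 active = inhibition above its plate's cutoff, the mean inhibition of sample wells plus 3 SD, cut at about 27% in these data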;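 also: 0% = acetylcholine EC80 with DMSO and 100% = DMSO without agonist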
CRFR2-BP antag: antagonists of CRF-BP/CRF-R2 complex, primary screen, cell-based, HEK293, calcium dye fluorescence, uHTS; CRF-induced calcium fluorescence; inhibition, % at 11.8 µM; hit rate 0.59% among 350,000; AID 588475, 2011;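 active = inhibition of the ligand-induced calcium signal above about 50% at the single tested concentration, limit read from the data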
CHRM4 PAM: human M4 muscarinic receptor positive allosteric modulators, primary screen, CHO-K1 cells, Fluo-8 calcium fluorescence. CHO-K1 hM4/Gqi5, ACh EC20; 0% = ACh EC20, 100% = maximal ACh. hit rate 0.4% among 360,000. AID 624126, 2012. activation, % at 3 µM. Muscarinic acetylcholine receptor M4 (Homo sapiens), P08173;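 active = activation above its plate's cutoff, the mean activation of sample wells plus 3 SD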; also: some results filed as inactive read as strong as hits
CHRM5 agonist: human M5 muscarinic receptor agonists, primary screen, CHO-K1 cells, Fluo-8 calcium fluorescence; Muscarinic acetylcholine receptor M5 (Homo sapiens), P08912; CHO-K1 hM5 cells; 0% DMSO wells, 100% maximal acetylcholine response; activation, % at 3 µM; hit rate 0.19% among 360,000; AID 624037, 2012;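 active = activation above the run's mean over test compounds plus 3 SD, cut at about 23% in these data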;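 also: signal is peak over basal fluorescence ratio across the kinetic read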
* marks the source's active call; other numbers are inactive results; nt = not tested or not shown.

M5 antag	M5 PAM	CRFBP-R2 agonist	CHRM4 agonist	M1 PAM	M4 antag	CRFR2-BP antag	CHRM4 PAM	CHRM5 agonist	SMILES
1	3	1.3	1	-12	2	4	-6	-5	Cc1cc(C(F)F)n2nc(C(=O)Nc3ccc(S(=O)(=O)N4CCCCCC4)cc3)nc2n1
-7	3	nt	1	-4	0	nt	-6	-1	CC1(C(=O)Nc2ccccc2)CCN1C(=O)CCc1ccc(Cl)cc1Cl (stereo not drawn)
7	-8	nt	1	nt	-21	nt	14	-2	CC(C)n1nnnc1C1c2ccccc2C(=O)N1C1CC1 (stereo not drawn)
12	-1	7.9	4	6	-1	-8	9	2	Cc1noc(C)c1C(=O)OCC(=O)Nc1ccccc1SCC#N
8	-8	-1.5	7	11	11	17	3	2	CC1CCCN(C(=O)c2cccc(S(=O)(=O)N3CCCc4ccccc43)c2)C1 (stereo not drawn)
15	-17	0.7	10	-5	9	9	0	3	COc1ccc(-n2cc(-c3ccccc3)c3c(N4CC(C)OC(C)C4)ncnc32)cc1 (stereo not drawn)
1	3	-0.3	2	1	-5	2	-1	2	COc1ccc(CCNC(=O)C2CCN(C(=O)c3ccc(Br)cc3)CC2)cc1
-2	-2	0.5	0	3	-2	15	-4	1	CC(=O)c1c(C)nn(C(=O)c2cccs2)c1C
1	13	-0.1	0	12	-1	9	2	-1	O=C(Cc1ccccc1)NC(CSSCC(NC(=O)Cc1ccccc1)C(=O)O)C(=O)O (stereo not drawn)
1	1	-1.7	-1	3	-7	-13	24	-1	Cc1ccc(S(=O)(=O)N(CC(=O)N2CCC(C)CC2)c2cccc(C)c2)cc1
-2	3	-1.4	2	3	-3	-7	12	-2	C=CCn1c(CC(=O)Nc2cccc(OC)c2)nnc1SCC(=O)NC1CCCCC1
12	1	-0.7	2	7	-10	-2	2	-3	CSCCC(NC(=O)c1ccco1)C(=O)OCC(=O)N(Cc1ccccc1)C(C)(C)C (stereo not drawn)
9	-4	0.9	0	4	4	15	-3	-5	COc1ccc(C)cc1NC(=O)NCCCCc1ccccc1
11	-3	4.5	1	1	-5	-3	-3	3	Cc1nonc1NC(=O)CSc1nc2ccccc2cc1C#N
11	-5	0.9	6	-6	-14	17	0	-3	Cc1ccc(Cl)cc1N1CCN(C(=O)Cc2ccc(-n3c(=O)[nH]c4ccsc4c3=O)cc2)CC1
16	-6	1.5	5	8	4	6	0	0	Cc1ccc(OC(=O)c2sc3ncn(C)c(=O)c3c2C)cc1
0	6	-1.6	0	1	6	2	-10	0	C=CCN(CC=C)C(=O)COC(=O)c1ccc(Sc2ncn[nH]2)c([N+](=O)[O-])c1
-4	-2	-0.2	2	5	-11	-2	6	-1	CC(=O)Nc1ccc(S(=O)(=O)N(C)c2ccccc2)cc1
12	-1	0.3	0	13	-8	5	-1	1	COc1ccc(C(=O)N/C(=C/c2cccnc2)C(=O)Nc2cccc(C(C)=O)c2)cc1OC
6	8	-0.5	-1	6	-4	6	4	-6	O=C(CSCc1ccc(Cl)cc1)NCCSCc1ccco1

Additional records.
M5 antag	M5 PAM	CRFBP-R2 agonist	CHRM4 agonist	M1 PAM	M4 antag	CRFR2-BP antag	CHRM4 PAM	CHRM5 agonist	SMILES
-3	-8	-1.0	0	4	-2	8	1	2	O=C(O)C1CCC(N2C(=O)c3cccc([N+](=O)[O-])c3C2=O)CC1 (stereo not drawn)
0	-4	-0.4	1	10	-4	3	-5	-2	O=C1CCC(C(=O)N2CCCC(C(=O)c3ccc4c5c(cccc35)CC4)C2)=NN1 (stereo not drawn)
6	-11	0.9	2	1	-3	29	-4	-2	COc1cc(NC(=O)CN(c2cc(C)cc(C)c2)S(=O)(=O)c2c(C)noc2C)cc(OC)c1
6	-8	2.3	3	-13	-7	-14	-3	-11	CN(C)S(=O)(=O)c1cccc(NC(=O)c2ccc(NS(=O)(=O)c3cccs3)cc2)c1
3	-4	1.9	0	5	0	14	-4	-2	CC12CCC(C(=O)NNC(=O)c3ccccc3)(OC1=O)C2(C)C (stereo not drawn)
8	-5	-1.4	4	1	0	8	3	3	Cc1c(C(=O)Nc2ccc(S(=O)(=O)N3CCOCC3)cc2)cccc1[N+](=O)[O-]
8	-3	1.3	2	10	10	-12	-1	2	O=C(CSc1nc2c(cnn2-c2ccc(F)cc2)c(=O)[nH]1)Nc1nccs1
-6	5	1.5	5	13	-4	-14	2	-2	COc1ccc(NC(=O)CN(C)Cc2cccs2)cc1Cl
-5	1	3.4	2	3	-19	-41	2	-1	COc1ccc(OC)c2c1sc(=NC(=O)c1ccco1)n2C
3	2	-0.3	0	7	2	-6	3	0	CSCC[C@H](N)C(=O)N1CCC(C(=O)N[C@H](C(=O)NCc2ccccc2F)C(C)C)CC1
6	-1	-2.2	1	-5	3	-15	5	-2	Cc1nc(N2CCN(Cc3ccccc3)CC2)nc2c1CCC2
10	-18	0.7	8	-9	1	15	-3	-3	Cc1ccc(S(=O)(=O)N2CCC(C(=O)OCC(=O)NCc3cccc(Cl)c3)CC2)cc1C
3	-4	-1.1	1	2	-14	7	9	-1	CC(Sc1ccc(S(=O)(=O)N2CCN(C)CC2)cn1)C(=O)NC1CCCC(C)C1C (stereo not drawn)
6	9	0.0	2	14	7	1	10	6	C[C@@H]1CCC[C@@]2(O[C@H](CCO)C[C@H](O)[C@H]2O)O1
14	-8	-3.7	12	-4	0	7	-5	1	COc1ccc(/C=N/Nc2ccccc2C(=O)O)cc1
4	5	-0.8	2	9	-15	4	-6	-2	COc1cccc(N2CCN(C(=O)Cn3c(=O)oc4ccccc43)CC2)c1
-7	6	-1.9	3	7	0	-3	1	-2	CC(=O)c1ccc(OCc2cc(C(=O)N(C)Cc3ccon3)no2)cc1
19	-16	0.1	26	-18	14	8	-15	7	COc1ccc(CCC(=O)NCCS(=O)(=O)N2CCN(c3ccc(OC)cc3)CC2)cc1
5	-8	-0.1	-2	1	-2	-12	-4	-4	O=C(CNCC1CCCCC1)Nc1ccccc1N1CCCCC1
16	-13	0.4	11	-6	-1	5	-10	3	CCOc1ccc(NC(=S)Nc2ccc(C)c([N+](=O)[O-])c2)cc1

Reformatted: entries from further up.
> CN(C)S(=O)(=O)c1cccc(NC(=O)c2ccc(NS(=O)(=O)c3cccs3)cc2)c1
  M5 antag = 6
  M5 PAM = -8
  CRFBP-R2 agonist = 2.3
  CHRM4 agonist = 3
  M1 PAM = -13
  M4 antag = -7
  CRFR2-BP antag = -14
  CHRM4 PAM = -3
  CHRM5 agonist = -11
> CC12CCC(C(=O)NNC(=O)c3ccccc3)(OC1=O)C2(C)C (stereo not drawn)
  M5 antag = 3
  M5 PAM = -4
  CRFBP-R2 agonist = 1.9
  CHRM4 agonist = 0
  M1 PAM = 5
  M4 antag = 0
  CRFR2-BP antag = 14
  CHRM4 PAM = -4
  CHRM5 agonist = -2

More compounds follow:
M5 antag	M5 PAM	CRFBP-R2 agonist	CHRM4 agonist	M1 PAM	M4 antag	CRFR2-BP antag	CHRM4 PAM	CHRM5 agonist	SMILES
16	4	2.5	1	9	2	-16	-4	-3	COc1ccccc1-c1cc(C(F)(F)F)nc(S(=O)(=O)CCCC(=O)NCc2ccc(F)cc2)n1
2	-1	-0.1	0	5	-5	3	1	0	COc1ccc(NC(=O)C2=C(C)Nc3ncnn3C2c2ccccc2C(F)(F)F)c(OC)c1 (stereo not drawn)
1	-6	1.5	0	11	-2	8	1	-3	COCCNC(=O)C(c1cccs1)N(CCc1ccccc1)C(=O)Cn1nnc2ccccc21 (stereo not drawn)
4	-1	0.0	1	5	-8	0	7	3	Cc1ccc2nc(N3CCN(C(=O)c4ccccc4F)CC3)c(C#N)cc2c1
2	2	-1.1	0	-5	-10	-11	3	0	O=C(COC(=O)c1cnc(Cl)c(Cl)c1)c1ccc(F)cc1
5	-5	4.0	3	11	-5	-14	6	-3	COc1ccc(C2=NN(C(=O)CSc3ncccn3)C(c3ccc(C)cc3)C2)cc1 (stereo not drawn)
-2	-3	-1.9	-1	0	2	1	1	-4	COc1cc(NC(=O)N2c3ccccc3Sc3ccccc32)c(C(=O)O)cc1OC
8	-5	-0.2	0	6	-1	-1	1	4	CSc1ccc(/C=C/C(=O)OCC(=O)N2CCN(c3ccccc3)CC2)cc1
-9	0	-1.3	2	-4	-10	8	2	2	COCCNC(=S)N/N=C/c1ccc(N2CCOCC2)cc1
10	-12	-1.2	16	-4	-14	-8	-1	7	CC(=O)c1cccc(NC(=O)COc2ccc3oc(=O)cc(C)c3c2)c1
15	-6	0.0	12	-2	-5	2	-3	3	O=C(Oc1ccc(F)cc1)c1cccnc1
5	-2	0.2	3	7	-5	-8	5	2	CC(=O)Nc1ccc(C(=O)CSc2nc3ccccc3n2CC(=O)N2CCCC2)cc1
-6	2	-0.9	1	21	-16	3	-4	-1	CCCCOP(=O)(c1ccc(N(C)C)cc1)C(O)c1ccc(C(C)C)cc1 (stereo not drawn)
-1	-1	-0.4	1	4	1	2	0	0	c1ccc2c(N3CCOCC3)c3c(nc2c1)CCC3
-2	3	nt	1	4	3	nt	2	-4	Cc1scc(C(=O)N/N=C/c2ccc([N+](=O)[O-])o2)c1C
3	-12	-1.9	12	-18	2	-18	-18	3	CN(C)S(=O)(=O)c1cccc(NC(=O)c2ccc(OC(F)(F)F)cc2)c1
16	-5	-1.4	1	3	13	4	1	-4	COc1ccc(-c2sc(Nc3ccccc3)n[n+]2-c2ccccc2)cc1Br
